Source: PubChem
CSM14.1 death rescue: protection against thapsigargin-triggered cell killing – 384-well, CSM14.1, ATP luminescence, primary screen (AID 1222) | CSM14.1 thapsigargin-induced death rescue, ATP luminescence; higher % means a stronger effect | one-dose cellular ATP content (survival), % at 20 µM; EC50 in µM for titrated hits | 190,000 tested, under 10 active;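 active = EC50 below 50 µM in the dose-response confirmation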;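 note: death triggered by thapsigargin at about 15 µM added after 2 h compound pretreatment; cell ATP read after overnight thapsigargin exposure of roughly 18 to 22 hours; normalized against plate controls of thapsigargin alone and 5% DMSO vehicle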
HEK293 NOD2/NF-kB: NOD2 signaling inhibitors, cell-based, luminescence, uHTS, HEK293 (AID 1566); HEK293 NOD2/NF-kB luciferase reporter, luminescence; higher % means a stronger effect; one-dose inhibition, % at 4 µM; EC50 in µM for titrated hits; 0.63% of 290,000 active; note: many of its hits are not listed in these tables
GPR55 activation: GPR55 agonists via beta-arrestin recruitment, primary screen, imaging, U2OS cells, beta-arrestin-GFP redistribution (AID 1961). U2OS GPR55 beta-arrestin-GFP redistribution imaging; higher % means a stronger effect. activation, % at 10 µM, or EC50 in µM where a hit was titrated. 0.048% of 290,000 active;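 active = activation above 40% with more than 50 cells counted in the well; inconclusive = wells holding fewer than 50 cells, flagged as toxic or sparse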;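 note: U2OS osteosarcoma cells stably expressing GPR55 and beta-arrestin-GFP; plate controls were DMSO negative control for no effect and LPI positive control for full effect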
Yfh1-off respiration: mitochondrial function rescue without frataxin homolog – Friedreich's ataxia, plus single-dose screen, dose response (AID 1465); S. cerevisiae Yfh1-off respiration, WST-1 reduction, 72 h; higher fold induction means a stronger effect; fold induction at 50 µM, or EC50 in µM where a hit was titrated; 0.074% of 220,000 active;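 active = fold induction of absorbance versus untreated yeast above a set limit, then at least 30% activation at any dose in follow-up; inconclusive = repeats straddling the limit, or above it without dose testing; inactive = fold induction below the set limit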;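 note: activators that raise dye reduction in frataxin-depleted yeast; strong numbers were not always called active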
TNAP activation fold: human TNAP enzyme activators, primary screen, biochemical, luminescent, no phosphate acceptor, uHTS (AID 1001) | purified TNAP, luminescent activation assay, no phosphate acceptor; higher activation fold means a stronger effect | activation fold at 20 µM, or EC50 in µM where a hit was titrated | 0.03% of 200,000 active; in the data active = activation fold from about 3, or a potency from the dose series; inactive = the rest, 99 in 100 with activation fold below about 1.6; note: many of its hits are not listed in these tables
NOD1 inhibition: NOD1 signaling inhibitors, primary screen, cell-based, luminescence, uHTS (AID 1578). NOD1-driven NF-kB luciferase reporter cells, luminescence; higher % means a stronger effect. inhibition, % at 4 µM, or EC50 in µM where a hit was titrated. 1% of 290,000 active; in the data active = inhibition mostly above about 36%, no sharp cut-off; inactive = mostly below about 34%;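 note: HEK-293T reporter cells stimulated with the NOD1 agonist gamma-tri-DAP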
KOR beta-arrestin-1: KOR antagonists, beta-arrestin recruitment, cell-based, luminescence, uHTS (AID 1778); KOR beta-arrestin recruitment, luminescence, antagonist mode; higher % means a stronger effect; one-dose inhibition, % at 10 µM; IC50 in µM for titrated hits; 0.091% of 290,000 active; note: strong numbers were not always called active
NTR1 agonist: agonists of NTR1, primary screen, imaging, U2OS cells, beta-arrestin-GFP, high content (AID 493036); activation, % at 20 µM; NTR1-U2OS beta-arrestin-GFP spot imaging, agonist mode; 0.17% of 330,000 active; P30989;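 active = activation at or above 40% of the spot to cytoplasm intensity ratio, with at least 20 cells analyzed; inconclusive = wells under 20 cells, flagged as cytotoxic or low count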;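 note: 0% = DMSO without peptide and 100% = 100 nM NTR1 peptide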
Target sequence (P30989 whole entry, looked up): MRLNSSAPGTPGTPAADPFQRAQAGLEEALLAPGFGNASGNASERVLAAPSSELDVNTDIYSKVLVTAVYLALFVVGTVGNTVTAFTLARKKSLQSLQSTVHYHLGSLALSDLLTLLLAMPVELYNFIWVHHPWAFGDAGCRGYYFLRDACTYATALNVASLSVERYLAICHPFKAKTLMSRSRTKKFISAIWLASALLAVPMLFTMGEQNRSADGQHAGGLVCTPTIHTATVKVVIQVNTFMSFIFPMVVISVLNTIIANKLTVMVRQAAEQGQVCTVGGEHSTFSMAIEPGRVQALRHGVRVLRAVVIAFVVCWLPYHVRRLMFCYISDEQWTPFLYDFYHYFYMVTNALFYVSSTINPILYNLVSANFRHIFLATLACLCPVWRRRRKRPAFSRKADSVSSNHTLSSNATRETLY
KOR beta-arrestin-2: KOR agonists, beta-arrestin recruitment, primary screen, cell-based, luminescence, uHTS (AID 1777). KOR beta-arrestin recruitment, luminescence; higher % means a stronger effect. activation, % at 10 µM; hits with a dose series show EC50 in µM. 0.02% of 280,000 active; in the data active = activation above about 50%, passing the limit was not always enough; note: a part of the inactive calls stands beside numbers as strong as those of hits
NTR1 agonist cell count 20 µM: second read-out of NTR1 agonist, no call of its own (marks repeat the call); cell count; measured here: cell count, cytotoxicity flag
* = called active by the depositor; i = inactive; ? = inconclusive; / = no result given; [ ] = dose if it differs, or a comment. Cut-off read from the data, not from the text of the source, unless noted: active = inhibition above about 50%; inactive = the rest. An excerpt (hit frequency here may not be typical).

SMILES	CSM14.1 death rescue	HEK293 NOD2/NF-kB	GPR55 activation	Yfh1-off respiration	TNAP activation fold	NOD1 inhibition	KOR beta-arrestin-1	NTR1 agonist	NTR1 agonist cell count 20 µM	KOR beta-arrestin-2
O=C(COc1ccc2ccccc2c1CN1CCOCC1)N1CCc2ccccc21	0.9%	-18%	0.2%	i	1.2	-4%	33%	0.0	69	-6.7%
Cc1cc(C(F)(F)F)nc(SCC(=O)Nc2cc(C)on2)n1	-1.8%	-11%	-0.2%	i	1.1	-12%	38%	1.7	83	-1.6%
COc1ccc2c(c1)cc1c(=O)n(CC(=O)NCCCN3CCOCC3)nc(C)n12	/	6%	-0.1%	/	/	-6%	-18%	1.8	62	11%
COc1ccc(/C=C/C(=O)NCc2cn(C)nc2C)cc1COc1ccc(Cl)cc1Br	-0.2%	5%	0.0%	i	1.1	-4%	-7%	1.6	43	-0.4%
CCOc1ccc(N(CC(=O)Nc2ccc(C)c(C)c2)S(=O)(=O)c2c(C)noc2C)cc1	1.4%	26%	0.4%	i	1.3	0%	22%	7.7	65	2.1%
Cc1ccc(NC(=O)c2ccc3c(c2)OCCO3)cc1S(=O)(=O)Nc1cccc(Cl)c1	0.9%	10%	?	i	1.2	-6%	-9%	2.0	50	0.8%
COc1ccc(C(=O)c2cn[nH]c2-c2ccc(C)cc2O)cc1	/	22%	-0.1%	/	/	0%	-14%	1.0	78	-2.7%
CCCCN(C)C(=O)CCCCn1c(=O)[nH]c2cc(OCC)c(OCC)cc2c1=O	-0.2%	16%	-0.1%	i	1	11%	0%	0.0	95	-2.4%
Cc1ccc(NC(=O)CN2C(=O)NC3(CCCc4ccccc43)C2=O)cc1S(=O)(=O)N1CCOCC1 (configuration not stated)	-1.3%	-4%	-0.1%	i	1.1	-51%	-2%	0.9	40	-4.2%
COc1cccc(CC(NC(C)=O)C(=O)NC2CCN(c3nnnn3-c3ccccc3)CC2)c1OC (configuration not stated)	0.9%	14%	0.1%	i	1.3	-20%	-10%	0.0	41	-2.6%
CCN(CC)N=Nc1[nH]nc2nc(C)cc(C)c12	-1.2%	-11%	-0.1%	i	1.1	-19%	2%	11	74	1.4%
COc1ccc(CC(=O)NC(C)c2nnc(SCC(=O)Nc3ccccc3F)n2C)cc1 (configuration not stated)	1.9%	-9%	0.1%	i	1.1	-34%	-16%	0.1	53	0.8%
N=C(N)SCP(=O)(c1ccccc1)c1ccccc1	/	9%	-0.3%	i	/	-3%	-11%	0.0	49	4.7%
CCOc1ccc(-n2c(C)nc3cc(C(=O)NCCN4CCOCC4)ccc32)cc1	-0.9%	7%	0.1%	i	1.1	-29%	17%	1.8	68	1.9%
O=C(Nc1cccn(Cc2c(Cl)cccc2Cl)c1=O)C1CC1	0.7%	-5%	-0.3%	i	1.1	-29%	-16%	1.3	81	2.9%
O=C(Cc1ccc(F)cc1)Nc1cccc(-c2ccc3nncn3n2)c1	-6.1%	14%	-0.5%	i	1.1	-9%	7%	0.6	45	-1.5%
CN(C)CCCN(C(=O)c1ccc(S(=O)(=O)N2CCCc3ccccc32)cc1)c1nc2ccc(F)cc2s1	/	3%	0.3%	/	/	-22%	-42%	18	61	21%
CC(C)NC(=O)C1CC(=O)N(C(C)c2ccccc2)C1 (configuration not stated)	-1.4%	4%	-0.1%	i	1.1	7%	0%	-0.9	62	12%
C/C(=C\c1ccccc1)CN1CCN(Cc2ccc(C)o2)C(CCO)C1 (configuration not stated)	-1.1%	-6%	-0.1%	i	1	-23%	3%[20 µM]	1.0	56	-2.1%
CCc1ccc(C(=O)Cn2cnc3cc([N+](=O)[O-])ccc3c2=O)cc1	/	27%	0.0%	i	/	2%	-13%	4.7	52	/
Cc1onc(C(=O)Nc2sc3c(c2C(N)=O)CCCC3)c1[N+](=O)[O-]	/	12%	-0.1%	i	/	-11%	-9%	-0.3	55	4.3%
O=S1(=O)CC(O)C(Nc2ccccc2Cl)C1 (configuration not stated)	-1.7%	-4%	0.7%	i	1.1	8%	-14%	0.8	82	0.4%
Cc1onc(-c2c(Cl)cccc2Cl)c1C(=O)NCCCN1CCOCC1	-1.5%	-3%	0.0%	i	1.1	-17%	18%	0.2	63	-3.3%
Cc1ccc(CNC(=O)COc2ccc(S(=O)(=O)NC(C)C)cc2)cc1	-0.9%	-4%	0.2%	i	1.1	-17%	8%	-1.0	58	0.4%
Cc1ccccc1NC(=O)CSc1nnc(-c2ccccn2)o1	/	-5%	-0.4%	/	/	-46%	-42%	-1.1	60	2.4%
COCCN(CC1CCCN(C2Cc3ccccc3C2)C1)C(=O)CSC (configuration not stated)	/	2%	-0.4%	/	/	16%	-46%[20 µM]	-1.1	58	-5.2%
Cc1ccc(NC(=O)CCN2CCN(C/C=C/c3ccccc3)CC2)cc1	0.4%	-2%	-0.1%	i	1	9%	12%	0.9	57	0.2%
COc1ccc(CC(C)NS(=O)(=O)c2ccc3c(c2)CCN3S(C)(=O)=O)cc1OC (configuration not stated)	/	30%	-0.4%	/	/	35%	-51%	-0.3	74	8.0%
[O-][n+]1c2c(c3c4non(O)c4ccc31)CCCC2	3.3%	21%	-0.2%	i	0.9	80%*	2%	4.9	48	-3.5%
O=C(Cn1c(=O)[nH]c2ccccc2c1=O)N1CCN(Cc2ccc3c(c2)OCO3)CC1	/	24%	-0.2%	/	/	-6%	-62%	-0.2	61	4.1%
Cc1ccc(-c2nnc(SCC(=O)NNC(=O)COc3ccccc3C)n2C)cc1	-2.4%	0%	-0.3%	i	2.5	-16%	29%	-0.2	52	2.4%
CC(C)(C)n1ncc2c(=O)n(CC(=O)NCc3ccccc3Cl)cnc21	-1.4%	-167%	0.0%	i	1.2	35%	-17%	0.1	56	0.1%
C/C(=N\NC(=O)C1COc2ccccc2O1)c1ccc(C)o1 (configuration not stated)	2.5%	5%	-0.1%	i	1.1	-5%	13%	-0.8	89	-6.6%
O=C(Cc1cccs1)N(Cc1ccco1)C1(C(=O)NC2CCCCC2)CCCCC1	-0.8%	-64%	0.0%	i	1.2	8%	-32%	3.1	76	1.2%
COc1cc(OC)cc(C(=O)N2CCC(n3c(C)nc4cc(F)ccc43)CC2)c1	1.6%	-5%	-0.2%	/	1.1	6%	/	0.1	93	-5.8%
CN(C)c1cccc(C(=O)NCc2ccccc2)c1	/	6%	0.2%	i	1.1	-19%	5%	-0.7	65	-3.0%
O=C(CSc1n[nH]c(=O)n1C1CC1)c1ccc2c(c1)OCCO2	/	-42%	0.2%	i	/	2%	9%	0.6	54	2.6%
COc1ccccc1N1CCN(/N=C/c2ccc(O)cc2O)CC1	/	-50%	-0.1%	/	/	-84%	-34%[20 µM]	-0.3	66	-1.5%
N#Cc1cccc(NC(=O)CSc2nnc(-c3n[nH]c4ccccc34)o2)c1	-1.4%	-80%	-0.1%	i	0.9	-41%	-78%[20 µM]	1.2	52	0.3%
Cc1ccc(S(=O)(=O)NC(=S)NC2CCCCC2)cc1	0.1%	14%	-0.4%	i	0.9	-51%	-7%	-2.0	56	-4.3%
Cc1nn(C)cc1S(=O)(=O)N1CCN(Cc2cccc(Cl)c2)CC1	0.2%	14%	-0.2%	i	1.1	-15%	-5%[20 µM]	-0.7	42	-5.3%
CCn1c(Cc2ccc(OC)cc2)nnc1SCC(=O)NC1CCCCC1	-0.3%	14%	-0.2%	i	1	-1%	14%	0.6	58	2.0%
CC(C)(C)CC(=O)NCc1ccc(F)cc1	-1.8%	10%	-0.2%	i	1.1	-1%	-37%	0.1	77	-0.1%
COC(=O)C(CCSC)NC(=O)c1cccc([N+](=O)[O-])c1 (configuration not stated)	-1.8%	15%	-0.1%	i	1.1	-3%	35%	0.7	66	1.3%
CCNC(=S)N1CCN(CCNC2=CC(=O)CC(C)(C)C2)CC1	-0.8%	2%	0.3%	i	1.1	-35%	8%	2.5	96	-6.3%
CC(C)c1nnc(NC(=O)CS(=O)(=O)Cc2ccccc2)s1	-2.0%	13%	-0.1%	i	1.1	-3%	-46%[20 µM]	-0.3	78	-1.6%
CCN(CC(=O)Nc1cccc(C(C)=O)c1)S(=O)(=O)c1ccc(C)cc1	-0.9%	11%	0.2%	i	1	-15%	6%	1.2	27	0.4%
COC(=O)c1ccc2c(=O)n(CC3CCCO3)c(=S)[nH]c2c1 (configuration not stated)	-2.7%	6%	0.7%	i	1.1	20%	-50%	1.7	50	3.7%
COc1ccccc1N1CCN(C(=O)CSc2nc3ccccc3nc2N2CCCCC2)CC1	/	10%	-0.1%	/	/	9%	-20%[20 µM]	14	77	0.7%
CN1CCN(C(=O)CCCOc2cc(=O)n(C)c3ccccc23)CC1	-1.8%	-4%	-0.1%	i	1	-12%	-8%	0.2	83	-2.0%
COC(=O)c1ccc(S(=O)(=O)N2CCN(C(c3ccccc3)c3ccccc3)CC2)n1C	/	18%	0.3%	i	/	12%	6%	1.0	63	-0.9%
O=C1CN(C(=O)COc2ccccc2)CCN1	-2.3%	19%	0.0%	i	1	8%	-7%	-1.2	65	3.7%
O=C1Nc2ccccc2C12OCC(COc1ccc(Cl)cc1)O2 (configuration not stated)	0.3%	-9%	0.3%	i	0.9	-26%	-14%	0.8	69	-1.5%
CC(C)C(C)(C#N)NC(=O)CSc1ncnc2sc(-c3ccccc3)cc12 (configuration not stated)	-0.4%	-8%	0.2%	i	1	0%	34%	5.3	48	-2.2%
CCOc1ccc(OCCSc2nc(N)cc(=O)[nH]2)cc1	/	-48%	-0.2%	i	/	-16%	3%	1.3	74	4.8%
COc1ccc(NC(=O)CC2C(=O)N(c3cccc(OC)c3)C(=O)N2C2CCCCC2)cc1 (configuration not stated)	0.3%	2%	-0.1%	i	1	-27%	-33%	-1.4	65	3.6%
CC(Nc1ccccc1N1CCCCC1)C(=O)N1CCc2ccccc21 (configuration not stated)	-1.1%	1%	-0.2%	i	1.1	-12%	-21%	5.9	64	-2.2%

Part of the list above in a different format.
SMILES,CSM14.1 death rescue,HEK293 NOD2/NF-kB,GPR55 activation,Yfh1-off respiration,TNAP activation fold,NOD1 inhibition,KOR beta-arrestin-1,NTR1 agonist,NTR1 agonist cell count 20 µM,KOR beta-arrestin-2
CCNC(=S)N1CCN(CCNC2=CC(=O)CC(C)(C)C2)CC1,-0.8%,2%,0.3%,i,1.1,-35%,8%,2.5,96,-6.3%
CC(C)c1nnc(NC(=O)CS(=O)(=O)Cc2ccccc2)s1,-2.0%,13%,-0.1%,i,1.1,-3%,-46%[20 µM],-0.3,78,-1.6%
CCN(CC(=O)Nc1cccc(C(C)=O)c1)S(=O)(=O)c1ccc(C)cc1,-0.9%,11%,0.2%,i,1,-15%,6%,1.2,27,0.4%
